CSM14.1 death rescue = rescue of cells from ER stress-induced death, primary screen, 384-well, CSM14.1, thapsigargin, ATP luminescence (AID 1222) | CSM14.1 thapsigargin-induced death rescue, ATP luminescence; higher % means a stronger effect | cellular ATP content (survival), % at 20 µM, or EC50 in µM where a hit was titrated | 190,000 tested, under 10 active;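 active means EC50 below 50 µM in the dose-response confirmation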;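 further: death triggered by thapsigargin at about 15 µM added after 2 h compound pretreatment; cell ATP read after overnight thapsigargin exposure of roughly 18 to 22 hours; normalized against plate controls of thapsigargin alone and 5% DMSO vehicle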
WT yeast gro inh = growth inhibition of WT yeast, mitochondrial fusion screen; mitochondrial fusion phenotypic screen, WT strain; inhibition, % at 10 µM; hit rate 2.1% among 190,000; in the data active means inhibition above about 58%; tested in S. cerevisiae
RSV CPE inhibition = RSV antiviral activity via CPE protection, HEp-2 cells, primary 10 µM value included (AID 2391). hit rate 0.13% among 310,000. HEp-2 cells, RSV-induced CPE inhibition; higher % means a stronger effect. CPE inhibition, % at 10 µM, or IC50 in µM where a hit was titrated; in the data active means a potency from the dose series; inconclusive means CPE inhibition mostly from about 23% at the one dose, without a potency; inactive means the rest, 99 in 100 with CPE inhibition below about 21%; further: strong numbers were not always called active
Large T inhibition = TAg ATPase/helicase activity blockers – biochemical (AID 1903) | SV40 large T antigen ATPase/helicase inhibition assay; higher % means a stronger effect | one-dose inhibition, % at 20 µM; IC50 in µM for titrated hits | hit rate 0.39% among 310,000; in the data active means a potency from the dose series; inconclusive means inhibition mostly from about 32% at the one dose, without a potency; inactive means the rest, 99 in 100 with inhibition below about 32%; further: strong numbers were not always called active
XIAP antagonists = XIAP antagonists, biochemical, IAP family, fluorescence polarization (AID 1018) | XIAP BIR domain, fluorescence polarization peptide displacement; higher % means a stronger effect | one-dose displacement, % at 20 µM; IC50 in µM for titrated hits | hit rate 0.007% among 200,000; in the data active means displacement above about 50%; further: a part of the inactive calls stands beside numbers as strong as those of hits
NS5 inhibitors = flavivirus cap methylation enzyme inhibition – biochemical, confirmation dose response, primary screen (AID 588689). Dengue-2 NS5 methyltransferase capping enzyme assay, biochemical; higher % means a stronger effect. one-dose inhibition, % at 25 µM; IC50 in µM for titrated hits. hit rate 0.3% among 340,000; in the data active means a potency from the dose series; inconclusive means inhibition above about 29% without an active follow-up result
West Nile virus CPE = inhibition of WNV-induced cytopathic effect – cell-based, CPE readout (AID 1621); West Nile virus-infected cells, CPE inhibition; higher % means a stronger effect; hit rate 0.02% among 290,000; CPE inhibition, % at 10 µM, or IC50 in µM where a hit was titrated; in the data active means a potency from the dose series; inconclusive means CPE inhibition mostly from about 3.7% at the one dose, without a potency; inactive means the rest, 99 in 100 with CPE inhibition below about 2.2%; further: strong numbers were not always called active
Yfh1-off respiration = enhancers of respiration in Yfh1-depleted yeast, dose response, Friedreich's ataxia, plus single-dose screen (AID 1465). S. cerevisiae Yfh1-off respiration, WST-1 reduction, 72 h; higher fold induction means a stronger effect. fold induction at 50 µM; hits with a dose series show EC50 in µM. hit rate 0.074% among 220,000;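 active means fold induction of absorbance versus untreated yeast above a set limit, then at least 30% activation at any dose in follow-up; inconclusive means repeats straddling the limit, or above it without dose testing; inactive means fold induction below the set limit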;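 further: activators that raise dye reduction in frataxin-depleted yeast; strong numbers were not always called active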
K1F lysis inhibition = protection from phage-mediated lysis, alamar blue read-out – E. coli UTI89, K1F phage, bacterial capsule biogenesis inhibitors (AID 488966); inhibition, % at 100 µM, or IC50 in µM where a hit was titrated; hit rate 0.02% among 340,000; E. coli UTI89 K1F phage lysis, alamar blue, 2 h; higher % means a stronger effect;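 active means phage lysis inhibition, versus mean bacterial control, above a set limit; inconclusive means no clear call, values can overlap the other calls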;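 further: capsule biogenesis inhibitors block K1F phage lysis so surviving cells raise fluorescence; higher fluorescence means more inhibition of phage lysis; actives were called in the ten point dose series up to 300 µM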
WT yeast gro inh mutant strain = also measured in WT yeast gro inh; calls as there; inhibition, %; mitochondrial fusion phenotypic screen, mutant strain inhibition
NS5 inhibitors pilot replicate = recorded beside NS5 inhibitors, whose call it bears; inhibition, %; measured here: pilot screen replicate inhibition
* marks the source's active call; other numbers are inactive results; i = inactive; ? = inconclusive; nt = not tested or not shown; [ ] = another dose, or the depositor's remark. Not a hit list. About 2.2% of those tested had a hit in this group.

SMILES	CSM14.1 death rescue	WT yeast gro inh	WT yeast gro inh mutant strain	RSV CPE inhibition	Large T inhibition	XIAP antagonists	NS5 inhibitors	West Nile virus CPE	Yfh1-off respiration	K1F lysis inhibition	others
CCCCCn1c(=N)c(S(=O)(=O)c2ccc(Cl)cc2)cc2c(=O)n3cccc(C)c3nc21	nt	nt	nt	3.8%	0%	nt	?	-1.1%	nt	0.1%
CCc1nnc(NC(=O)Cc2ccc(OC)cc2)s1	0.5%	-4	-14	1.1%	3%	-5.4%	0%	0.2%	i	-0.7%
CCCc1[nH]nc2c1C(c1cccc(OC)c1)C(C#N)=C(N)O2 (stereo not drawn)	-2.4%	6	16	1.4%	9%	-1.8%	2%	0.2%	i	0.3%
CCNC(=O)C1CC(=O)N(c2ccc(Br)cc2)C1 (stereo not drawn)	-3.8%	-11	-3	0.3%	23%	-2.4%	-10%	0.1%	i	0.1%
Cc1ccc(S(=O)(=O)Oc2ccc(/C=C(/NC(=O)c3ccccc3)C(=O)NC(C)C(=O)O)cc2)cc1 (stereo not drawn)	-0.3%	10	6	2.3%	10%	-6.2%	2%	0.1%	i	0.1%
O=C(O)c1ccc2c(c1)-c1nc3ccccc3n1C2=O	-1.1%	14	26	0.7%	8%	-6.9%	-4%	0.0%	i	-0.3%
CCC(C)Nc1nc(N)c([N+](=O)[O-])c(Nc2ccccc2OC)n1 (stereo not drawn)	nt	nt	nt	?	10%	nt	-8%	2.1%	i	-2.7%
Cc1coc(NC(=O)CSc2nc(-c3ccc(Cl)cc3)cc(C(F)(F)F)c2C#N)n1	4.6%	-3	5	3.3%	7%	-6.5%	1%	2.1%	i	0.7%
O=C1c2ccccc2C(=O)N1Cc1nc2ccccc2o1	-2.1%	-1	5	0.7%	0%	-1.8%	-5%	-0.1%	i	0.3%
CC(C)(C)C1CCC(=NNC(=O)CN(c2ccccc2)S(=O)(=O)c2ccccc2[N+](=O)[O-])CC1 (stereo not drawn)	5.0%	-4	-18	1.5%	4%	-8.1%	-4%	-0.6%	i	4.9%
N#CCC(=O)N/N=C/c1cc([N+](=O)[O-])ccc1N1CCCC1	-0.3%	5	-2	-1.6%	0%	-5.7%	5%	0.2%	i	0.1%
C/C(=N\NC(=O)c1ccc(F)cc1)c1cccc(NC(=O)c2cccc(F)c2)c1	nt	nt	nt	2.0%	14%	nt	-3%	-0.3%	nt	1.0%[50 µM]
CC1CCCC(NC(=O)CSc2nnc(N)s2)C1C (stereo not drawn)	-0.1%	-10	-19	0.2%	6%	-5.5%	-4%	0.3%	i	1.7%
COc1ccc(C2/C=C\CN(C(=O)C3CC3)[C@H](Cc3ccccc3)C(=O)N2Cc2ccc(F)cc2)cc1 (stereo partly drawn)	nt	nt	nt	1.6%	1%	nt	-1%	-0.9%	i	2.1%
CCCCC1=CC2=CC(=O)C(C)(OC(=O)c3cnc4ccccc4n3)C(=O)C2=CO1 (stereo not drawn)	nt	nt	nt	0.6%	20%	nt	nt	0.4%	i	nt
COc1ccc(C(=O)n2cnnc2N)cc1	-1.3%	3	8	0.3%	22%	-0.2%	-8%	0.3%	i	-3.2%
Cc1cc(=O)oc2cc(OCC(O)Cn3ccnc3)ccc12 (stereo not drawn)	nt	nt	nt	0.2%	6%	nt	-2%	0.0%	nt	0.1%
O=C(Cc1cccs1)Nc1cccc(C(=O)Nc2ccc(C(=O)O)cc2)c1	-2.0%	13	0	1.5%	14%	-3.9%	nt	-0.1%	i	nt
O=C(COc1ccc([N+](=O)[O-])cc1)N(Cc1ccccc1)Cc1ccccc1	-0.2%	31	23	22%	12%	-4.3%	-6%	-0.8%	i	0.1%[50 µM]
O=c1c2ccccc2ncn1CCOc1ccccc1[N+](=O)[O-]	2.1%	-5	12	3.3%	3%	-3.2%	-15%	-0.5%	i	-0.3%
CC(O)CNCc1ccccc1C(F)(F)F (stereo not drawn)	-0.3%	-1	2	-0.4%	11%	-1.1%	-5%	0.0%	i	0.4%
COCCCN(C(=O)CSCc1ccc(C)cc1)c1c(N)n(Cc2ccccc2)c(=O)[nH]c1=O	nt	nt	nt	-0.2%	5%	nt	-1%	nt	nt	0.5%[50 µM]
Cn1c(/C=C/c2ccc(Br)cc2)c([N+](=O)[O-])c(=O)n(C)c1=O	nt	nt	nt	?	25%	nt	-12%	12%	nt	2.7%[50 µM]
CCOCCCNC(=O)C(NC(=O)CNC(C)=O)c1ccc(C)cc1 (stereo not drawn)	-3.1%	8	-3	-0.1%	16%	-17%	-2%	-0.1%	i	0.8%
N#Cc1ccccc1Oc1ccc(S(=O)(=O)N2CCCCC2)cn1	nt	nt	nt	10%	14%	nt	-3%	nt	nt	0.4%[50 µM]

Sorted by molecular weight (ascending): some entries from above
SMILES	CSM14.1 death rescue	WT yeast gro inh	WT yeast gro inh mutant strain	RSV CPE inhibition	Large T inhibition	XIAP antagonists	NS5 inhibitors	West Nile virus CPE	Yfh1-off respiration	K1F lysis inhibition	others
N#CCC(=O)N/N=C/c1cc([N+](=O)[O-])ccc1N1CCCC1	-0.3%	5	-2	-1.6%	0%	-5.7%	5%	0.2%	i	0.1%
CCC(C)Nc1nc(N)c([N+](=O)[O-])c(Nc2ccccc2OC)n1 (stereo not drawn)	nt	nt	nt	?	10%	nt	-8%	2.1%	i	-2.7%
O=C(COc1ccc([N+](=O)[O-])cc1)N(Cc1ccccc1)Cc1ccccc1	-0.2%	31	23	22%	12%	-4.3%	-6%	-0.8%	i	0.1%[50 µM]
CC(C)(C)C1CCC(=NNC(=O)CN(c2ccccc2)S(=O)(=O)c2ccccc2[N+](=O)[O-])CC1 (stereo not drawn)	5.0%	-4	-18	1.5%	4%	-8.1%	-4%	-0.6%	i	4.9%

New compounds follow.
SMILES	CSM14.1 death rescue	WT yeast gro inh	WT yeast gro inh mutant strain	RSV CPE inhibition	Large T inhibition	XIAP antagonists	NS5 inhibitors	West Nile virus CPE	Yfh1-off respiration	K1F lysis inhibition	others
CC(=O)c1cccc(NC(=O)N2C3CCC2CC(O)(c2cccnc2)C3)c1 (stereo not drawn)	-0.8%	1	7	0.9%	1%	-3.0%	-2%	-0.3%	i	-1.2%
CCOCCCNC(=O)C(Cc1ccccc1)NC(=O)c1ccco1 (stereo not drawn)	2.9%	-5	2	-0.1%	8%	-7.6%	-1%	-0.6%	i	0.0%
c1cc(-c2cc3cc(N4CCOCC4)ccc3o2)cs1	nt	nt	nt	5.3%	8%	nt	-5%	0.1%	i	0.0%
O=C(Oc1c(Cl)cc(Cl)c2cccnc12)c1ccco1	0.5%	31	23	3.2%	9%	-1.4%	3%	?	i	0.0%
CC1CC(C)CN(CCCNC(=O)c2ccc(CS(=O)(=O)Cc3ccccc3F)o2)C1 (stereo not drawn)	-0.6%	2	8	-1.0%	4%	-3.2%	-2%	-0.6%	i	0.1%
COc1cc(/C=C(\C#N)c2nc3ccccc3[nH]2)ccc1Oc1ccc([N+](=O)[O-])cn1	-0.9%	-2	3	5.5%	2%	-6.1%	-1%	0.0%	i	-0.7%
COC(=O)C1CN(S(=O)(=O)c2ccc(C)cc2)CCN1S(=O)(=O)c1ccc(C)cc1 (stereo not drawn)	-1.0%	8	-1	1.6%	1%	0.3%	5%	-0.3%	i	1.7%
COc1ccc(S(=O)(=O)Nc2ccc3c(c2)OCO3)cc1Cl	-1.0%	23	31	-0.6%	3%	-9.5%	12%	nt	nt	-0.7%
COc1ccc(NS(=O)(=O)c2cccc(C(=O)NCC3(N4CCOCC4)CCCCC3)c2)cc1	nt	nt	nt	1.7%	15%	nt	-6%	-1.4%	nt	-0.2%
CC(C)(C)c1ccc(/C=C2/SC(N3CCCC3)=NC2=O)cc1	nt	nt	nt	17%	4%	nt	nt	-1.1%	i	nt
Clc1ccccc1Nc1c2c(nc3ncnn13)CCC2	0.5%	1	-24	17%	19%	-5.5%	3%	0.0%	i	6.8%
Cc1nc2ccc(S(=O)(=O)N(C)CC(=O)Nc3ccccc3F)cc2s1	8.2%	3	3	6.0%	6%	-1.3%	-12%	-0.8%	i	-0.3%
COc1ccc(NC(=O)CSc2nc3ccccc3c(=O)n2-c2ccc3c(c2)OCO3)c(OC)c1	-1.7%	6	-8	2.2%	10%	-17%	-2%	-0.4%	i	-0.3%
CN(Cc1cccs1)C(=O)Cn1cnc2cc([N+](=O)[O-])ccc2c1=O	-1.4%	1	-1	0.7%	13%	0.1%	-7%	-0.3%	i	0.1%
COc1ccc(/C=N/NC(=O)c2cc(-c3ccccc3)nc3ccccc23)c(C(=O)O)c1OC	nt	nt	nt	1.4%	5%	nt	-6%	-0.4%	nt	0.1%
Cc1nc(NC(=S)NC(=O)c2ccccc2)sc1C(=O)N(C)C	1.2%	38	12	1.4%	17%	-2.7%	-1%	-0.5%	i	-0.6%
CC(C)CC(NC(=O)c1ccccc1)C(=O)N/N=C/c1ccco1 (stereo not drawn)	0.6%	-10	-11	1.2%	11%	-4.6%	-8%	-0.4%	i	2.2%
COc1ccc(N2C(=O)C3C(C2=O)C3(c2ccccc2)c2ccccc2)cc1 (stereo not drawn)	nt	nt	nt	0.1%	16%	nt	3%	-0.6%	i	-0.8%
COc1ccc(-c2noc(CSc3nnc(CCc4ccccc4)n3-c3ccccc3)n2)cc1OC	1.8%	37	26	?	3%	-6.4%	-1%	0.6%	i	-0.2%
CC1(C)CC(=O)c2cc(OCC(=O)NCCCN3CCN(c4ccc(F)cc4)CC3)ccc2O1	1.4%	19	5	0.7%	3%	-7.6%	-10%	-0.7%	i	6.2%
O=C(CCCN1C(=O)c2ccccc2C1=O)N1CCc2ccccc2C1	-0.8%	-1	-1	2.5%	1%	-4.5%	4%	-0.5%	i	0.4%	NS5 inhibitors pilot replicate=3.3
Cc1ccc(SCCC(=O)NCCSCc2ccco2)cc1	-0.1%	22	9	1.4%	-2%	-3.1%	-5%	-0.6%	i	-0.1%
O=C(NCCCn1ccnc1)C(=O)NCC1OCCN1S(=O)(=O)c1ccc2c(c1)OCCO2 (stereo not drawn)	nt	nt	nt	-0.1%	-5%	nt	-5%	-0.1%	i	-0.2%[50 µM]
CCC1CCCCN1Cc1ccc(CNS(=O)(=O)c2ccc3c(c2)oc(=O)n3C)o1 (stereo not drawn)	-0.6%	-6	-18	-0.7%	-15%	-5.7%	-2%	0.4%	i	-0.1%	NS5 inhibitors pilot replicate=-0.6
CCOc1ccc(CN(C(=O)c2cc(=O)c3cc(C)cc(C)c3o2)C2CCS(=O)(=O)C2)cc1 (stereo not drawn)	nt	nt	nt	2.3%	14%	nt	-4%	-0.2%	nt	0.0%
CC(C)COC(=O)C1C2C=CC3(CN(C(C)c4ccc(Br)cc4)C(=O)C13)O2 (stereo not drawn)	-2.9%	18	9	1.6%	3%	-8.2%	-2%	0.7%	i	-2.5%

High-throughput results: PubChem BioAssay, several laboratories
